Source: PubChem
SIRT5 inh: inhibitors of human sirtuin-5 desuccinylase; Purified SirT5, succinyl-peptide AMC, trypsin-coupled fluorescence; inhibition, % at 15 µM; 330,000 compounds, 1.1% hits; in the data active = inhibition above about 15%
Target sequence (Q9NXA8 whole entry, looked up): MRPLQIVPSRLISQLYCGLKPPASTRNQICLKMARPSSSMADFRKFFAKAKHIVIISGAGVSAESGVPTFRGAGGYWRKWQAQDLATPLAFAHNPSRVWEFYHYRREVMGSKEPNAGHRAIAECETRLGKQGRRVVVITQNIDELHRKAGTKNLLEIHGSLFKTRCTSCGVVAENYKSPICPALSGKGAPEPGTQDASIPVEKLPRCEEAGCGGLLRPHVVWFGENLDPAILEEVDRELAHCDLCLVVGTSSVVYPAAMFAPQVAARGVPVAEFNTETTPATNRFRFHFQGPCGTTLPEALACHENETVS
FN deposit inh: fibronectin deposition inhibition. 350,000 compounds, 0.086% hits. inhibition, % at 12.6 µM. AH1F fibroblasts, Alexa488-fibronectin deposition fluorescence, overnight. AID 743247;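 active = mean inhibition across replicates of 30% or more, regardless of how many single replicates reach that level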;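 note: positive control wells lacked labelled fibronectin entirely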
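Measured by – fluorescence 485/525 nm · System – AH1F fibroblast monolayer, labelled fibronectin deposition · Amount – 10000 cells per well · Buffer or medium – serum-reduced DMEM (2% serum) · Doses – single dose, pinned · Also added – fluorescent fibronectin at 24 nM final · Schedule – 1 h cell attachment, overnight exposure to compound and label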
LGR2 inh: Drosophila LGR2 receptor signaling inhibition; inhibition, % at 9.99 µM; HEK293 LGR2, CRE-luciferase, bursicon-stimulated, 4 h; 380,000 compounds, 0.35% hits;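 active = drop in luminescence signal, shown as inhibition above about 50% in the replicate tests, limit read from the data, passing the limit was not always enough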;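 note: agonist challenge used bursicon conditioned medium at about half maximal strength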
CASP6 VEID inh: inhibitors of human caspase-6 | purified caspase-6, Z-VEID-R110 cleavage fluorescence | inhibition, % at 12.5 µM | 350,000 compounds, 0.53% hits;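 active = mean inhibition across replicates at least about 35%, with every replicate also reaching that limit, limit read from the data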;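 note: 0% = median of neutral control wells and 100% = no fluorescence left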
Target sequence (P55212 24-179 limits assumed): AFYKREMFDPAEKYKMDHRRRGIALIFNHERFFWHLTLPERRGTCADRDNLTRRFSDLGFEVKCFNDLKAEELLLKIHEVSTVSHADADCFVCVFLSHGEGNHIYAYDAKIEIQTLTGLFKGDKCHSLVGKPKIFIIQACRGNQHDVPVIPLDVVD
Target sequence (P55212 194-293 limits assumed): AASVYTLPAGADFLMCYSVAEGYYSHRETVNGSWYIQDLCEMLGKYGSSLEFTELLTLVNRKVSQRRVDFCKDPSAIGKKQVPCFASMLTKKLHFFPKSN
esBAF inh: SWI/SNF esBAF complex inhibition; mouse ES cells, Bmi1-luciferase knock-in reporter, 24 h; 100% = twice the neutral-well signal; 350,000 compounds, 2% hits; reporter increase, % at 12.5 µM; in the data active = activation above about 40%;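 note: 0% = median of the plate's neutral control wells and 100% = double that signal; a rise in the Bmi1 reporter signal indicates esBAF inhibition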
S100A4 MyoIIA: inhibitors of human S100A4 binding to myosin IIA peptide | P26447 | S100A4/TAMRA-MyoIIA peptide fluorescence polarization | inhibition, % at 10.7 µM | 360,000 compounds, 0.14% hits | AID 652163;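 active = mean inhibition of at least 70% across replicates, with every replicate also reaching that level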
Target sequence (P26447 whole entry, looked up): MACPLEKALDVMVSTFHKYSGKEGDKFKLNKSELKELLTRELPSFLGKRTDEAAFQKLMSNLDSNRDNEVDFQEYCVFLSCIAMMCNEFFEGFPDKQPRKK
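assay system = human S100A4 monomer with TAMRA-labelled myosin IIA peptide | also added = labelled myosin peptide probe, 5 nM | incubation = 5 min between mix addition and reading | control set = DMSO and TFP controls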
C2C12 statin: suppression of simvastatin myotoxicity; C2C12 myotubes + simvastatin, ATP luminescence, 48 h; scaled: DMSO 0, geranylgeraniol control 100; rescue of ATP level, % at 7.49 µM; 330,000 compounds, 0.78% hits; AID 602340;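 active = mean ATP rescue above about 67%, or every replicate alone reaching that limit, limit read from the data, passing the limit was not always enough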;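 note: myotubes were challenged with 10 µM simvastatin during compound exposure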
* marks the source's active call; other numbers are inactive results; . = not tested or not shown; & = joins results of further samples. Not all compounds are listed; the hit share may differ from the screen's.

SMILES | SIRT5 inh | FN deposit inh | LGR2 inh | CASP6 VEID inh | esBAF inh | S100A4 MyoIIA | C2C12 statin
COc1cccc(S(=O)(=O)Nc2ccc3c(c2)[C@H]2C[C@@H](CC(=O)N4CCCCC4)O[C@@H](CO)[C@H]2O3)c1 | -5 | . | -28 | 1 | 1 | 31 | 6
COc1cccc(C(C(=O)NC2CCCC2)N(C(=O)c2csnn2)C2CC2)c1 (stereo not drawn) | 3 | -2 | 2 | -2 | -2 | -1 | 12
CC(C(=O)Nc1ccccc1)N1C(=O)c2ccccc2C1=O (stereo not drawn) | 2 | -2 | -12 | 6 | -11 | -6 | -10
COc1ccc(OC)c(CCNC(=O)CC2Oc3ccc(C)cc3NC2=O)c1 (stereo not drawn) | -2 | 16 | -2 | -2 | -3 | 2 | -3
CCOc1ccc(CN2CCN(C3CCC3)CC2CCO)cc1 (stereo not drawn) | -6 | -1 | -11 | -1 | -10 | 6 | -5
O=C(Nc1ccc(F)c([N+](=O)[O-])c1)c1ccc2c(c1)OCCO2 | 6 | 4 | -38 | -1 | 50* | -7 | .
COc1cc(NC(=O)C2=C(C)OCCS2)c(Cl)cc1C(=O)NCCN1CCN(C)CC1 | 6 | 5 | -2 | -19 | -4 | -4 | -3
CC(=O)c1cnc2cc(-c3cccc(Br)c3)nn2c1C | 3 | 7 | -56 | 1 | 50* | -9 | -8
CN(C)C(=O)c1cccc(-c2ccc(C3[C@H]4CNC[C@@H]3N4C(=O)Nc3cc(F)ccc3F)cc2)c1 (stereo partly drawn) | 6&3 | -12&-3 | 6&-1 | 1&-1 | . | -6&-6 | .
COc1ccc2c3c([nH]c2c1)[C@H](CO)N(C(=O)C1CCCCC1)CC31CN(S(C)(=O)=O)C1 | -2 | -9 | -11 | 0 | . | 2 | .
COc1ccc(CCNC(=O)CSc2nnc3ccc(-c4cccnc4)nn23)cc1OC | 0 | -2 | 10 | -3 | -4 | -1 | 2
Cc1ccc(N2C(=O)c3ccc(C(=O)N4CCOCC4)cc3C2=O)cc1C | . | -6 | . | . | -1 | . | 6
CC(C)CC(=O)NC(=S)Nc1sc2c(c1C(N)=O)CCC2 | -3 | -2 | . | 6 | . | -2 | .
CC(NC(=O)Cc1ccc(NC2=NC3CS(=O)(=O)CC3S2)cc1)c1ccccc1 (stereo not drawn) | 0 | -11 | 2 | 0 | 1 | -2 | -4
O=C(C[C@H]1C(=O)N(CCc2ccccc2)C[C@@H]1Cc1ccccc1)Nc1ccc(Br)cc1 | -1 | -2 | 10 | 2 | 3 | -5 | 14
CCOC(=O)c1sc(N2C(=O)C(O)=C(C(=O)c3ccco3)C2c2ccco2)nc1C (stereo not drawn) | 5 | -3 | -6 | 39* | 2 | -23 | 34
Cc1cccc(C2(c3cccc(C)c3)OC(=O)c3ccccc32)c1 | . | 1 | . | . | -6 | . | 31
CN(C)CC(=O)N[C@@H]1C=C[C@H](CC(=O)NCc2ccccc2F)O[C@H]1CO | 4 | -10 | 3 | 0 | -1 | 4 | -4
CN(c1ccccc1)S(=O)(=O)c1ccc(C(=O)NCCc2ccccc2)cc1 | -2 | 4 | 0 | -1 | . | 0 | .
Cc1ccccc1OCC(O)Cn1c(=N)n(CCN2CCOCC2)c2ccccc21 (stereo not drawn) | -8 | -40&2 | -16 | 0 | 2&-5 | -2 | -8
COc1ccc2oc(=O)c(C(=O)N3CCCC3)cc2c1 | -7 | 4 | -3 | -3 | -3 | 0 | -12
COCC(=O)Nc1ccc2c(c1)C(=O)N(C)C[C@@H](OC)[C@H](C)CN(Cc1ccccc1F)[C@@H](C)CO2 | 2 | -3 | 5 | -3 | -4 | -4 | -5
COc1ccccc1N1CCN(C2CCCN(Cc3c(F)cccc3F)C2)CC1 (stereo not drawn) | -1 | -4 | -7 | -1 | -2 | 3 | 16
COc1ccc(-c2ccc([C@H]3[C@@H](CO)N(C(=O)C4CC4)[C@H]3C#N)cc2)cc1 | 13 | 7 | 0 | 0 | -2 | 1 | -9
COc1ccccc1/C=C(/C(=O)OCC(N)=O)c1ccccc1 | -3 | 16 | -4 | 6 | 4 | -1 | -3
CCC1(C)Cc2ccccc2-c2nc(SC)[nH]c(=O)c21 (stereo not drawn) | -5 | -7 | -21 | -3 | 0 | -3 | 24
COc1cccc(C2=NOC(C(=O)Nc3c(C)n(C)n(-c4ccccc4)c3=O)C2)c1 (stereo not drawn) | 0 | 11 | -1 | 0 | -1 | 10 | 8
CC(C)NC(=O)Nc1ccc2c(c1)CC(=O)N([C@@H](C)CO)C[C@H](C)[C@@H](CN(C)C(=O)Nc1ccc(C(F)(F)F)cc1)O2 | -4 | . | -5 | 0 | 3 | -3 | 0
COc1ccc(NC(=O)CN2CCc3ccccc3C2)cc1 | -5 | -1 | -18 | -3 | 1 | 3 | 7
Cc1cccc(NC(=O)C2C(c3ccccc3)C2(Cl)Cl)c1 (stereo not drawn) | 0 | 9 | -2 | 2 | . | 4 | .

Quoted at random: 3 records from the list, in no set order.
SMILES | SIRT5 inh | FN deposit inh | LGR2 inh | CASP6 VEID inh | esBAF inh | S100A4 MyoIIA | C2C12 statin
Cc1ccccc1OCC(O)Cn1c(=N)n(CCN2CCOCC2)c2ccccc21 (stereo not drawn) | -8 | -40&2 | -16 | 0 | 2&-5 | -2 | -8
COc1ccc(NC(=O)CN2CCc3ccccc3C2)cc1 | -5 | -1 | -18 | -3 | 1 | 3 | 7
COc1ccccc1N1CCN(C2CCCN(Cc3c(F)cccc3F)C2)CC1 (stereo not drawn) | -1 | -4 | -7 | -1 | -2 | 3 | 16

(more compounds)
SMILES | SIRT5 inh | FN deposit inh | LGR2 inh | CASP6 VEID inh | esBAF inh | S100A4 MyoIIA | C2C12 statin
O=C(Nc1cccc(F)c1)N1CC(=O)N2[C@H](C1)[C@@H](c1ccc(C#Cc3cccnc3)cc1)[C@@H]2CO | 3 | . | 14 | -1 | . | -1 | .
C[C@@H]1CN([C@H](C)CO)C(=O)c2cc(NC(=O)Nc3ccccc3)ccc2O[C@@H]1CN(C)S(=O)(=O)c1cn(C)cn1 | 1 | . | 3 | 2 | 0 | -1 | .
COc1ccc2c3c([nH]c2c1)[C@@H](CO)N(CC1CC1)CC31CCN(C(=O)c2ccccc2F)CC1 | 11 | . | 2 | 0 | . | -7 | .
COCCN(C(=S)Nc1c(C)cc(C)cc1C)C(C)c1cccnc1 (stereo not drawn) | -3 | -6 | 2 | 1 | -1 | 1 | -4
CCOP(=O)(OCC)/C(C#N)=C/c1ccc([N+](=O)[O-])cc1 | 9 | -2 | 2 | 5 | . | 0 | .
C[C@H](CO)N1C[C@H](C)[C@H](CN(C)S(=O)(=O)c2ccc(Cl)cc2)Oc2c(NC(=O)c3nc4ccccc4s3)cccc2C1=O | 3 | 7 | 19 | 0 | 6 | 4 | -1
COc1cccc(CSc2nnc(-c3ccncc3)n2N)c1 | -3 | 1 | -1 | -2 | -7 | 7 | 7
O=C1N2c3ccccc3CCc3cccc(c32)C1(O)C(F)(F)F (stereo not drawn) | -5 | . | 1 | 4 | 1 | 1 | 63
Cc1ccc(N(CC(=O)N2CCCCCC2)S(C)(=O)=O)c(C)c1 | . | 8 | 17 | -2 | -5 | 3 | 4
COc1ccc(C(=O)NCCNC(C)=O)cc1S(=O)(=O)NCc1ccc(Cl)cc1 | . | -7 | . | . | -4 | . | -1
CCN(CC)CCSc1nnc2c3cc(F)ccc3n(Cc3ccccc3)c2n1 | -4 | -1 | 13 | -4 | . | -28 | .
C#CCN(C[C@H]1[C@H](OC(=O)Nc2cccs2)[C@H](OC(=O)Nc2cccs2)CN(C(=O)OC(C)C)N1C(=O)OC(C)C)S(=O)(=O)c1ccc(C)cc1 | -3 | . | 12 | 3 | . | -5 | .
O=C(Cc1cccnc1)N[C@@H]1CC[C@@H](CCn2cc(-c3ccccc3F)nn2)O[C@H]1CO | 3 | . | 0 | 1 | 4 | -1 | 10
CCc1ccc(N=c2c([N+](=O)[O-])nn(-c3ccc4c(c3)OCCO4)n2O)cc1 | -6 | . | -3 | 4 | . | -4 | .
O=C(Nn1c(O)c(C=C2N=c3ccccc3=N2)sc1=S)c1ccccc1Cl | . | -9 | -5 | . | 9 | . | 11
COc1cccc(-c2cnc3c(c2)C(=O)N([C@H](C)CO)C[C@H](C)[C@@H](CN(C)C(=O)CC2CC2)O3)c1 | -7 | 0 | -9 | 0 | -1 | 0 | .
CCC(=O)N1[C@H](CN(C)C(C)=O)[C@@H](c2ccc(-c3cccnc3)cc2)[C@@H]1CO | -2 | 17 | -17 | 2 | -6 | 2 | -14
Cc1c(Cl)ccc2c(C(=O)Nc3cc(C(C)(C)C)on3)cc(-c3ccccn3)nc12 | -1 | -6 | 9 | -1 | -13 | 1 | 12
CCOC(=O)N1CCN(S(=O)(=O)c2ccc(C(=O)Nc3sc4c(c3C(N)=O)CC(C)(C)NC4(C)C)cc2)CC1 | 2 | -14 | -11 | -12 | . | -5 | .
Cc1[nH]nc2c1/C(=N\O)CC(C)(C)C2 | . | . | -7 | . | 4 | . | 101*
CCOC(=O)Cc1csc(SCC(=O)Nc2oc(C)c3c(C)n[nH]c(=O)c23)n1 | -2 | -3 | 1 | 0 | -5 | -1 | 7
CC(OC(=O)CCCN=C1NS(=O)(=O)c2ccccc21)C(=O)Nc1ccc(F)c(F)c1F (stereo not drawn) | 0 | 1 | -2 | -1 | -10 | 4 | 34
CN(CC(=O)Nc1cccc(F)c1)CC(=O)NC(c1ccccc1)c1ccccc1 | -1 | -2 | -1 | 0 | 0 | -1 | 1
C[C@H](CO)N1C[C@H](C)[C@H](CN(C)C(=O)Nc2ccccc2)Oc2ncc(C#CC(C)(C)O)cc2C1=O | -2 | . | -2 | -2 | 4 | 10 | -7
Cn1c(-c2sc(=S)n(-c3ccccc3)c2N)nc2ccccc21 | . | . | 6 | . | 12 | . | 8

Record cards (already shown):
Shown for CCOC(=O)N1CCN(S(=O)(=O)c2ccc(C(=O)Nc3sc4c(c3C(N)=O)CC(C)(C)NC4(C)C)cc2)CC1 = SIRT5 inh: 2; FN deposit inh: -14; LGR2 inh: -11; CASP6 VEID inh: -12; esBAF inh: .; S100A4 MyoIIA: -5; C2C12 statin: .
Shown for Cc1[nH]nc2c1/C(=N\O)CC(C)(C)C2 = SIRT5 inh: .; FN deposit inh: .; LGR2 inh: -7; CASP6 VEID inh: .; esBAF inh: 4; S100A4 MyoIIA: .; C2C12 statin: 101*
Shown for CCC(=O)N1[C@H](CN(C)C(C)=O)[C@@H](c2ccc(-c3cccnc3)cc2)[C@@H]1CO = SIRT5 inh: -2; FN deposit inh: 17; LGR2 inh: -17; CASP6 VEID inh: 2; esBAF inh: -6; S100A4 MyoIIA: 2; C2C12 statin: -14
